# High-throughput results (PubChem BioAssay)
# USP28 inh: inhibitors of human USP28 deubiquitinase | AID 1645857, 2021 | purified USP28, Ub-rhodamine cleavage fluorescence, 30 min | inhibition, % at 25 µM | actives 3% (n = 47,000)
# USP7 inh: inhibitors of human USP7 deubiquitinase; Ubiquitin carboxyl-terminal hydrolase 7 (Homo sapiens), Q93009; purified USP7, Ub-rhodamine cleavage fluorescence; inhibition, % at 20 µM; actives 0.3% (n = 47,000)
# USP10 inh: inhibitors of human USP10 deubiquitinase. inhibition, % at 20 µM. actives 1.1% (n = 47,000). AID 1645856, 2021. Ubiquitin carboxyl-terminal hydrolase 10 (Homo sapiens), Q14694. purified USP10, Ub-rhodamine fluorescence, 60 min
# USP17 inh: inhibitors of human USP17 deubiquitinase. Ubiquitin carboxyl-terminal hydrolase 17-like protein 5 (Homo sapiens), A8MUK1. purified USP17, Ub-rhodamine cleavage fluorescence, 3 h. inhibition, % at 50 µM. actives 6.5% (n = 47,000)
# USP8 inh: inhibitors of human USP8 deubiquitinase. Ubiquitin carboxyl-terminal hydrolase 8 (Homo sapiens), P40818. purified USP8, Ub-rhodamine cleavage fluorescence, 30 min. inhibition, % at 20 µM. actives 4.2% (n = 47,000). AID 1645853, 2021
# USP30 block: inhibitors of human USP30 deubiquitinase. purified USP30, Ub-rhodamine cleavage fluorescence. inhibition, % at 25 µM. actives 5.3% (n = 47,000). AID 1645860, 2021
# OTUD3 inh: inhibitors of human OTUD3 deubiquitinase. OTU domain-containing protein 3 (Homo sapiens), Q5T2D3. AID 1645858, 2021. actives 0.7% (n = 47,000). inhibition, % at 25 µM. purified OTUD3, Ub-rhodamine fluorescence, 2 h
# Target sequence (Q5T2D3 whole entry, looked up, the tested form may be a part): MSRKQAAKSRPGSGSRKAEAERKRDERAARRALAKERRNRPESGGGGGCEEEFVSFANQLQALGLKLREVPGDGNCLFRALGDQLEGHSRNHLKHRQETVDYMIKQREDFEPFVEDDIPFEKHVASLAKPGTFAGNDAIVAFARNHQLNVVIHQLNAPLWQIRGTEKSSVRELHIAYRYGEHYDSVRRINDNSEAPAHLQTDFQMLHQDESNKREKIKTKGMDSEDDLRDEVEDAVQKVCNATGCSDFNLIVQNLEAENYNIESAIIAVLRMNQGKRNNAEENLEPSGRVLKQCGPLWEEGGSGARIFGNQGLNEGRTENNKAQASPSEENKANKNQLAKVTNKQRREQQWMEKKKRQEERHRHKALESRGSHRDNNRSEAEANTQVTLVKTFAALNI
# UCHL1 inh: inhibitors of human UCHL1 deubiquitinase. Ubiquitin carboxyl-terminal hydrolase isozyme L1 (Homo sapiens), P09936. purified UCHL1, Ub-rhodamine cleavage fluorescence. inhibition, % at 20 µM. actives 0.2% (n = 47,000). AID 1645859, 2021
# Target sequence (P09936 whole entry, looked up): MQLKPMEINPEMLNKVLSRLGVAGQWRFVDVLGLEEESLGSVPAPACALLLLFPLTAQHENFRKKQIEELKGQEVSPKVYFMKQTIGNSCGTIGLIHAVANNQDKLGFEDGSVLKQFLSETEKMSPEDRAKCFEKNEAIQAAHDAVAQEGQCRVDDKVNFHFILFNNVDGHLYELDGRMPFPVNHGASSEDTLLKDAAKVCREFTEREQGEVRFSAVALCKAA
# Active calls of the source: *; i = inactive; / = no result given. No stated cut-off is given here; in the data, active means inhibition above about 30%; inactive means the rest. This is a random part of the collection. Share with any hit: about 14%.
# Results follow in this order: OTUD3 inh	UCHL1 inh	USP8 inh	USP28 inh	USP10 inh	USP17 inh	USP7 inh	USP30 block
C=C(CCC(C(=O)O)[C@H]1[C@H](O)C[C@@]2(C)C3=C(CC[C@]12C)[C@@]1(C)CC[C@H](OC(C)=O)C(C)(C)[C@@H]1CC3)C(C)C (stereo partly drawn)
 : -2	-3	-3	3	5	-4	-3	-34
O=C(C1CCCN(S(=O)(=O)c2ccc3nc(-c4ccccc4)[nH]c3c2)C1)N1CCc2ccccc21 (stereo not drawn)
 : -13	-5	-15	-5	-10	-15	-2	-13
Cc1c(C(=O)NCc2ccccc2)oc2ccc3c(c12)C(O)CC1(CCCCC1)O3 (stereo not drawn)
 : 6	8	3	17	7	3	7	11
CN1CCN(c2ccc3nnc(CCC(=O)N4CCCCC4)n3n2)CC1
 : 1	2	12	-6	3	5	2	2
Cc1nc(C(C)C)ncc1C(=O)NC1CCCCC1
 : -9	-4	-9	-14	0	-8	0	-16
Cc1ccc(CNc2nc(Nc3ccccc3)c3cnn(C)c3n2)cc1
 : -14	9	0	-9	0	0	1	-47
COCCN1C[C@@H]2C(=O)N(C)C3(CCN(C(=O)NCCc4ccc(OC)cc4)CC3)[C@@H]2C1
 : 0	0	-31	1	-1	0	4	0
CCOc1cc(CN2C[C@@H](c3ccccc3)[C@H](c3ccn[nH]3)C2)ccc1OC
 : -5	-1	9	-10	0	-13	1	-7
Cc1c(C(=O)N=CN(C)C)sc(C#N)c1-c1ccccc1
 : 4	1	1	7	-2	18	-4	32*
COc1cc2c(cc1OC)-c1cc(OCCN3CCOCC3)nc(=O)n1CC2
 : -60	-45	-39	-77	-11	-84	-36	-352
CCCc1cc(C(=O)N2CCC(C3Nc4ccccc4S(=O)(=O)N3)CC2)n[nH]1 (stereo not drawn)
 : 0	0	0	-3	1	-15	3	-41
CCN1C[C@@]23CN(C(=O)NCCc4ccc(OC)cc4)C[C@@H](C[C@@H]2S1(=O)=O)O3
 : 18	3	-11	13	0	6	4	15
COc1cccc(-n2nnc(C(=O)Nc3ccc(Oc4ccccc4)cc3)c2C)c1
 : -2	0	-2	22	14	-7	-2	-15
CC(C)Cc1nc2oc3c(N(C)CCO)ncnc3c2c2c1CCC2
 : 10	2	0	40*	-1	-2	-15	91*
COc1ccccc1CNC(=O)C1c2ccccc2C(=O)N1Cc1ccccc1C (stereo not drawn)
 : 18	6	25	2	11	28	12	16
FC(F)(F)c1ccc(NCc2ccccn2)nc1
 : 7	1	13	13	4	1	0	21
CC(CCc1ccccc1)NC(=O)c1cnn2c(C(F)(F)F)cc(-c3ccccc3)nc12 (stereo not drawn)
 : -6	4	-33	-3	13	-17	6	-9
Cc1nc(N2CCN(C(=O)c3ccco3)CC2)nc2c1C(=O)CC(/C=C/c1ccccc1)C2 (stereo not drawn)
 : 12	3	25	0	2	25	5	2
Cc1nn(Cc2ccccc2)c(C)c1C(=O)NS(=O)(=O)c1ccccc1Cl
 : -3	-2	-1	-3	0	1	1	-1
CC(=O)c1ccc(N2CCN(C(=O)Cc3ccccc3)CC2)c(F)c1
 : -7	-1	-13	-16	-1	-4	-9	-18

# USP30 block, entries above that show a hit
# Results follow in this order: OTUD3 inh	UCHL1 inh	USP8 inh	USP28 inh	USP10 inh	USP17 inh	USP7 inh	USP30 block
Cc1c(C(=O)N=CN(C)C)sc(C#N)c1-c1ccccc1
 : 4	1	1	7	-2	18	-4	32*
CC(C)Cc1nc2oc3c(N(C)CCO)ncnc3c2c2c1CCC2
 : 10	2	0	40*	-1	-2	-15	91*

# More records:
# Results follow in this order: OTUD3 inh	UCHL1 inh	USP8 inh	USP28 inh	USP10 inh	USP17 inh	USP7 inh	USP30 block
COc1ccc(C(=O)N(Cc2ccccc2)C(C)(C)c2ccccc2)c(OC)c1
 : 18	7	11	13	8	29	-8	44*
Cc1ccc(Cl)cc1NC(=O)COC(=O)c1ccc2ccccc2n1
 : -186	-79	-10	-135	-7	-203	-70	i
CCOc1ccc(Oc2ccc(NC(=O)c3ccc(C)s3)cc2)cc1
 : 0	7	-93	24	11	-1	10	16
CCc1cccc(NC(=O)C2CCN(c3ccncc3)CC2)c1
 : 20	-1	14	22	0	20	5	17
O=C(Cn1cnc(-c2noc(-c3cccnc3)n2)c1)N1CCN(c2ccc(F)cc2)CC1
 : 2	3	7	4	-1	0	6	7
Cc1nc(C(=O)NC2CCCCC2)cc2c1[nH]c1ccccc12
 : -18	-5	-11	-28	-8	23	-6	-60
CN(C)C(=O)C1CN(Cc2ccccn2)CCN(S(C)(=O)=O)C1 (stereo not drawn)
 : 11	1	15	8	-1	7	4	12
O=C(c1ccnnc1)N1CCCC(c2cncc(Oc3ccccc3)n2)C1 (stereo not drawn)
 : -9	-1	5	-26	-2	-2	-3	0
Cc1ccc(C(=O)N2CCN(C(=O)CSc3nnc(N)s3)C2)cc1
 : 15	-1	13	6	2	11	2	17
Cc1ccc(Nc2ncc(C(=O)NCCCN3CCN(c4cccc(Cl)c4)CC3)c3ccccc23)cc1Cl
 : -17	-1	-11	-16	-1	-20	0	-33

# Results in OTUD3 inh, for some of the entries so far:
Structure	OTUD3 inh
CC(CCc1ccccc1)NC(=O)c1cnn2c(C(F)(F)F)cc(-c3ccccc3)nc12 (stereo not drawn)	-6
Cc1nc(N2CCN(C(=O)c3ccco3)CC2)nc2c1C(=O)CC(/C=C/c1ccccc1)C2 (stereo not drawn)	12
Cc1nn(Cc2ccccc2)c(C)c1C(=O)NS(=O)(=O)c1ccccc1Cl	-3
CC(=O)c1ccc(N2CCN(C(=O)Cc3ccccc3)CC2)c(F)c1	-7
COc1ccc(C(=O)N(Cc2ccccc2)C(C)(C)c2ccccc2)c(OC)c1	18
Cc1ccc(Cl)cc1NC(=O)COC(=O)c1ccc2ccccc2n1	-186
CCOc1ccc(Oc2ccc(NC(=O)c3ccc(C)s3)cc2)cc1	0

# Next part:
# Results follow in this order: OTUD3 inh	UCHL1 inh	USP8 inh	USP28 inh	USP10 inh	USP17 inh	USP7 inh	USP30 block
CCc1ccc(CNC(=O)CCC(=O)N2Cc3cccn3-c3ccccc32)cc1
 : 13	6	-15	21	3	3	-3	-5
COc1ccc(C(=O)N2CCCC(c3ccnc(=O)[nH]3)C2)cn1 (stereo not drawn)
 : 2	-1	-7	-1	-3	0	0	-22
O=C(Nc1ccc2c(c1)OCO2)c1cccc(S(=O)(=O)N2CCCCCC2)c1
 : 12	9	10	9	4	10	11	11
CC(=O)NCCNS(=O)(=O)c1cccs1
 : 8	1	-1	5	-2	-6	2	7
CC(C)(C)OC(=O)N[C@@H]1CC[C@H](O)[C@@H](N2CCc3ccccc3C2)[C@@H]1O
 : -7	-1	0	-10	1	-4	1	-6
Cc1cc(C(=O)Nc2nc3c(s2)CN(C(=O)/C=C/c2ccco2)CC3)no1
 : 8	-3	-10	20	-9	35*	-13	-77
O=C(CC1C(=O)NCCN1C(=O)c1ccc(F)cc1F)Nc1ccc(F)cc1 (stereo not drawn)
 : -9	-2	-13	-14	0	-12	-16	-12
O=C(c1ccc(-n2cccn2)nc1)N1CCSCC1
 : -7	-3	-9	-9	0	-11	-2	-1
CNC(=O)CN(C(=O)C1CCC1)[C@@H]1C[C@@H]2CO[C@H](c3ccccc3)C[C@@H]2C1
 : -6	-3	8	-11	-1	-1	-1	0
COc1ccc2c(C)c(CCC(=O)N3CCN(c4ccccc4)CC3)c(=O)oc2c1
 : 7	0	15	8	-1	1	4	13

# Three entries out of the list, ordered by count of non-hydrogen atoms, smallest number first.
# Results follow in this order: OTUD3 inh	UCHL1 inh	USP8 inh	USP28 inh	USP10 inh	USP17 inh	USP7 inh	USP30 block
CC(=O)NCCNS(=O)(=O)c1cccs1
 : 8	1	-1	5	-2	-6	2	7
O=C(CC1C(=O)NCCN1C(=O)c1ccc(F)cc1F)Nc1ccc(F)cc1 (stereo not drawn)
 : -9	-2	-13	-14	0	-12	-16	-12
COc1ccc2c(C)c(CCC(=O)N3CCN(c4ccccc4)CC3)c(=O)oc2c1
 : 7	0	15	8	-1	1	4	13

# Continuation.
# Results follow in this order: OTUD3 inh	UCHL1 inh	USP8 inh	USP28 inh	USP10 inh	USP17 inh	USP7 inh	USP30 block
CCC(C)(C)NC(=O)CCN1c2ccccc2Sc2ccccc21
 : -5	2	-1	-2	1	0	5	-5
Cc1nonc1COc1ccccc1C(=O)N1CCC[C@]2(C[C@@H](Oc3cccc(F)c3)CO2)C1
 : 2	0	-6	-18	0	-3	-10	-4
O=C(c1ccccc1F)N1CCC2(CC1)OCCN2S(=O)(=O)c1ccc(Cl)cc1
 : 6	3	0	15	6	8	-6	23
CCn1c(=O)c(C(=O)N2CCN(c3ccccc3C)CC2)nc2cccnc21
 : 6	1	-6	-2	-4	0	-1	0
O=C1N[C@@H]2CN(C(=O)c3cccc(C(F)(F)F)c3)CC[C@H]2CO1
 : -1	1	2	-2	1	0	1	-45
Cn1cc(-c2cnc3n2CCC32CCN(S(=O)(=O)c3cccc(C#N)c3)CC2)cn1
 : -14	-4	-80	-89	0	-30	0	-17
CCCCC(C(=O)O)C(C)C(=O)O (stereo not drawn)
 : 4	2	7	8	3	2	6	21
Cc1ccc(CNC(=O)c2ccc(N3C(=O)CCS3(=O)=O)cc2)cc1
 : 11	1	14	5	0	5	2	10
COC(=O)c1ccc(C(=O)Nc2cc3ccccc3cc2NC(=O)c2ccc(C(=O)OC)cc2)cc1
 : 0	2	16	2	13	68*	6	41*
O=C(O)c1ccccc1C(=O)Nc1ccc(SC(C(=O)Nc2ccccc2Cl)c2ccccc2)cc1 (stereo not drawn)
 : 9	4	-1	24	49*	47*	-2	4
CCn1c(SCC(=O)Nc2ccc(C)c(C)c2)nc(=O)c2c(C)cc(C)nc21
 : 7	4	16	7	4	12	4	17
Cc1nc2ccn(Cc3ccccc3)c(=O)c2cc1C(=O)NCCCN1CCOCC1
 : 0	-7	-3	-5	-4	/	-4	-5
COc1ccc(-n2ccn3c(CCC(=O)NCc4ccc(F)cc4)nnc3c2=O)cc1
 : 10	1	15	-2	1	69*	4	17
